Rhodamine fluor: rhodamine region autofluorescence | Rhodamine-region fluorescence, 547/598 nm, Tris buffer; active compounds read high | max dye-equivalent concentration, M | 59,000 compounds, 0.05% hits | AID 594; in the data active = max dye-equivalent concentration above about 11 nM; inconclusive = between about 1.1 nM and that limit
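Compound fluorescence in 100 mM Tris, pH 8.0, read after 15 min at room temperature with 547 nm excitation and 598 nm emission. Output is dye-equivalent concentration from an on-plate rhodamine standard series.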
Caspase-1 inhib: allosteric or competitive inhibitors of human caspase-1; Potency, µM (top dose mostly 57.5 µM), without a hit: at the top dose activity change, negative = inhibition, most hits filed as inhibitors; P29466; AID 900; Caspase-1 enzyme, Ac-WEHD-AFC fluorogenic rate; 75,000 compounds, 0.03% hits;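 also: potency is read from the fitted curve at half-maximal effect; plate controls were vehicle for no effect and no substrate for full effect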
Target sequence (P29466 120-297 limits assumed): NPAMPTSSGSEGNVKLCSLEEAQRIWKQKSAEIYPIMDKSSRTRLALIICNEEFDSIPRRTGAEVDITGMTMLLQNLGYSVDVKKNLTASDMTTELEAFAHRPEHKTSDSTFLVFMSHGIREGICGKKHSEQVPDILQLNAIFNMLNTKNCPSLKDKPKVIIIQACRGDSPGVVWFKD
Target sequence (P29466 317-404 limits assumed): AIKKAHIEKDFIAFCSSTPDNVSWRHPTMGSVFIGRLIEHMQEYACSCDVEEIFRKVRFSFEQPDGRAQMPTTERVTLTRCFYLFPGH
Fluorescein autfl: fluorescein region autofluorescence; Compound autofluorescence, 480/540 nm, fluorescein-equivalent; active compounds read high; max fluorescein-equivalent concentration, M; 59,000 compounds, 0.91% hits; AID 593; in the data active = max fluorescein-equivalent concentration above about 10 nM; inconclusive = between about 1.1 nM and that limit
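Read-out is intrinsic compound fluorescence at 480/540 nm (excitation/emission), expressed as dye-equivalent concentration using a fluorescein standard series run on every plate. Compounds sat 15 min at room temperature in 100 mM Tris, pH 8.0.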
Caspase-7 inhib: allosteric or competitive inhibitors of human caspase-7; P55210; recombinant caspase-7, Ac-DEVD-AFC fluorescence rate; Potency, µM (highest dose often 57.5 µM), without a hit: at the top dose activity change, negative = inhibition, actives largely listed as inhibitors; 75,000 compounds, 0.02% hits; AID 889; active = well fitted inhibition curve with a large enough effect in the main read-out, with a control signal flat, not every such curve was filed as active; inconclusive = small, poorly fitted or top-dose-only effect, or a change in a side signal; also: potency is read from the fitted curve at half-maximal effect; % of control where 0% means no effect
USP2a inhib: inhibitors of human ubiquitin-specific protease USP2a | O75604 | USP2a enzymatic assay, qHTS inhibition | Potency, µM (titrated, usually from 38.3 µM), for inactives: top-dose activity change, negative = inhibition, most hits filed as inhibitors | 60,000 compounds, 0.1% hits;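 also: potency is read from the fitted curve at half-maximal effect; nearly all actives have a fitted effect of over 60% in size; plate controls were DMSO for no effect and NEM full inhibition control for full effect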
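USP2 core (20nM final) preincubated 30 min RT with compound, then Ub-PLA2 20nM and NBD C6-HPC 20uM final added; buffer 20mM Tris-HCl pH 8.0, 2mM CaCl2. Fluorescence Ex 460/Em 535 read at 0 and 2.5 h; normalized to NEM.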
HADH2 inhib: blocks human hydroxyacyl-CoA dehydrogenase type II; AID 886; 73,000 compounds, 3.4% hits; Potency, µM (top dose mostly 57.1 µM), for inactives: at the top dose activity change, negative = inhibition, usual class: inhibitors; recombinant HADH2, NADH fluorescence, beta-hydroxybutyryl-CoA; also: potency is read from the fitted curve at half-maximal effect; % is scaled to controls: 0 for no effect and ±100 for the full control effect; nearly all actives have a fitted effect of over 60% in size; many of its hits are not listed in these tables
Target sequence (Q99714 whole entry, looked up, one chain of several): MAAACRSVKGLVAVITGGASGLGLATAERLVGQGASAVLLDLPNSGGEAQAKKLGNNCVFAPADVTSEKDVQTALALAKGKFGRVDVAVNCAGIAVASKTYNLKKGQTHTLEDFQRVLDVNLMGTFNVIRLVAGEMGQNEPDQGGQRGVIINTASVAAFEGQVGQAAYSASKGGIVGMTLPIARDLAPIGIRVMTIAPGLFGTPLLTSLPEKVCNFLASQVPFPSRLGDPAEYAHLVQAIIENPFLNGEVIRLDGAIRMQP
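His-tagged recombinant enzyme from E. coli, 20 nM, preincubated 15 min RT with compound; reaction started with 1 mM NAD+ and 90 uM beta-hydroxybutyryl-CoA in 100 mM Tris-HCl pH 9.0. NADH fluorescence (ex 360/em 450) read over 4 min; last-minus-first difference.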
Texas Red fluor: compounds fluorescent in Texas Red spectral region; Compound fluorescence, Texas Red channel, 547/618 nm; active compounds read high; max dye-equivalent concentration, M; 59,000 compounds, 0.06% hits; in the data active = max dye-equivalent concentration above about 10 nM; inconclusive = between about 1.1 nM and that limit
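Texas Red-region profiling: compounds in 100 mM Tris pH 8.0 were read at 547/618 nm after 15 min at room temperature. Intensities were normalized against a six-point Texas Red standard series to give dye-equivalent concentration.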
ERK AVP inh: blocks ERK signaling stimulated by vasopressin. Potency, µM (top dose mostly 57.5 µM), for the others: at the top dose activity, negative = inhibition, actives largely listed as inhibitors. HEK293-V1b, vasopressin-stimulated pERK AlphaScreen. 72,000 compounds, 0.99% hits; also: potency is read from the fitted curve at half-maximal effect; % is scaled to controls: 0 for no effect and ±100 for the full control effect; nearly all actives have a fitted effect of over 55% in size
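HEK293 cells stably expressing V1b receptor, seeded overnight in 1% FBS, were treated with compounds for 30 min at 37C, then stimulated 5 min with 25 nM vasopressin; phospho-ERK read by AlphaScreen SureFire after lysis.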
Luciferase inh: firefly luciferase inhibition. P08659. purified firefly luciferase, luminescence, 8 min. Potency, µM (series often up to 57.1 µM), inactives show at the top dose activity change, negative = inhibition, most hits filed as inhibitors. 72,000 compounds, 2.2% hits. AID 411; also: potency is read from the fitted curve at half-maximal effect; % is scaled to controls: 0 for no effect and ±100 for the full control effect; nearly all actives have a fitted effect of over 40% in size
Target sequence (P08659 whole entry, looked up): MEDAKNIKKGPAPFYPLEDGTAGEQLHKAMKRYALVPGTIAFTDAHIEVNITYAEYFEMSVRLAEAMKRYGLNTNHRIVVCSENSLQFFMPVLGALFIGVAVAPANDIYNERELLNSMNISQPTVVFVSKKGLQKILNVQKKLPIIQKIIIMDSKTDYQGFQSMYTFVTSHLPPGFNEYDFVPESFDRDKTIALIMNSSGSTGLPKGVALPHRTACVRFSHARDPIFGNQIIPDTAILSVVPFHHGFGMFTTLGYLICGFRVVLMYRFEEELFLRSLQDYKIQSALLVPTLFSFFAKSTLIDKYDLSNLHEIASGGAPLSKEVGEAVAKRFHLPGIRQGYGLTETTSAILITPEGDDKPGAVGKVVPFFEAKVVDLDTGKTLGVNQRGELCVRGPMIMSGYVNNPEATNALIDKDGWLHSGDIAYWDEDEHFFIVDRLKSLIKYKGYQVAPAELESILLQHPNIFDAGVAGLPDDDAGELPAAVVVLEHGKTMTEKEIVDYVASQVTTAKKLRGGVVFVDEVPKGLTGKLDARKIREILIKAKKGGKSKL
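Firefly luciferase (PKLight detection mix) with 10 uM ATP in pH 7.2 imidazole buffer (KCl, MgCl2, Tween 20, BSA). Compounds tested across a concentration series (qHTS). Luminescence read after 8 min at ambient temperature.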
HEK293 cAMP cs: parental HEK293 cAMP activation (counter-screen). parental HEK293 CNG cAMP sensor, membrane potential fluorescence. Potency, µM (titrated, usually from 57.1 µM), without a hit: at the highest dose activation, actives largely listed as activators. 73,000 compounds, 2.5% hits; also: potency is read from the fitted curve at half-maximal effect; % of control where 0% means no effect; nearly all actives have a fitted effect of over 55% in size
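Parental HEK 293 cells stably expressing a modified CNG channel (no TSHR) report cAMP rise as membrane depolarization. Membrane potential dye with 100 uM RO 20-1724 was loaded for 60 min at room temperature, then compound added for 30 min; fluorescence read at 590 nm.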
Tau filament bind: binds recombinant human tau filaments. recombinant tau filaments, thioflavin S fluorescence, 15 h; filaments grown with octadecylsulfate alongside compound. Potency, µM (series often up to 57.1 µM), without a hit: at the top dose activity change, negative = inhibition. 71,000 compounds, 2% hits. AID 596;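 also: potency is read from the fitted curve at half-maximal effect; % is scaled to controls: 0 for no effect and ±100 for the full control effect; actives lower thioflavin S fluorescence by blocking filaments or displacing dye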
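His-tagged recombinant human tau (exons 2, 3 and 10 included), 1 uM, was induced to fibrillize by 30 uM sodium octadecylsulfate with compound present. After 15 h at 37 C, thioflavine S fluorescence (ex 450, em 510 nm) was read.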
Active calls of the source: *; i = inactive; ? = inconclusive; nt = no result given; & = joins results of further samples; [ ] = dose if it differs, or a comment. Unless noted, calls follow the shape of the dose curve; as a rule, active = well fitted curve in the direction sought with a large enough effect; inconclusive = small, poorly fitted or top-dose-only effect, or another doubt; inactive = no such curve, though single readings can be large; an effect the other way counts as inactive or inconclusive.

SMILES | Rhodamine fluor | Caspase-1 inhib | Fluorescein autfl | Caspase-7 inhib | USP2a inhib | HADH2 inhib | Texas Red fluor | ERK AVP inh | Luciferase inh | HEK293 cAMP cs | Tau filament bind
O=C(Nc1ccccc1)N1CCC(c2ccccc2)C1 (configuration not stated) | i | 2% | i | 1% | 1% | -2% | i | 23% | 16µM* | 19% | 11%
Cc1cc2c(nc1C)CCCN2C[C@H](O)CN1CCCc2nc(-c3ccc(Br)cc3)ccc21 | nt | 0%&-4%[11.5 µM] | nt | 0%&0%[11.5 µM] | nt | 8%&4%[11.4 µM] | nt | -7%&13%[11.5 µM] | 0%&0%[11.4 µM] | 0%&-11%[11.4 µM] | nt
O=C(NCCCN1CCN(c2cccc(Cl)c2)CC1)c1cccc(N2CCCC2=O)c1 | i | 5% | i | 0% | 21% | 11% | ? | 15% | -1% | 17% | 16%
COc1cc(NC(=O)C2CC2)c(C(=O)O)cc1OC | nt | 2% | nt | -1% | -4% | 1% | nt | -11% | 1% | 3% | 13%
COc1ccccc1OCC(=O)NCCc1nc2ccccc2[nH]1 | nt | -2% | nt | -1% | 2% | 33%[activator] | nt | 3% | 4% | 9% | -19%
Cc1ccc(C(CC(=O)N2CCCC2)c2ccccc2)c(O)c1C (configuration not stated) | i | -2% | ? | -3% | -10% | 10% | i | -13% | -30% | ? | 2%
CCOC(=O)c1oc2ccccc2c1NC(=O)COc1ccc(F)cc1 | i | -1% | i | 0% | -2% | 2% | i | 20% | -1% | 27% | 13%
Cc1nnc(NC(=O)c2ccccc2F)s1 | i | 1% | ? | -1% | -6% | -4% | i | -9% | 0% | 3% | -3%
CC1CCc2nn(CC(=O)NC3CCCC(C)C3C)cc2C1 (configuration not stated) | nt | -2% | nt | -3% | nt | -2% | nt | -8% | 2% | 17% | -17%
COc1ccc(OC2C=CC(c3ccccc3)OC2CO)c(C(C)(C)C)c1 (configuration not stated) | nt | -2%[11.5 µM] | nt | 2%[11.5 µM] | nt | -6%[11.4 µM] | nt | 30%[11.5 µM] | nt | 8%[11.4 µM] | nt
CC(C)CC(NC(=O)c1ccco1)C(=O)Nc1ccc2c(c1)OCCO2 (configuration not stated) | nt | 3% | nt | 0% | nt | -1% | nt | -14% | -21% | 4% | -23%
CCC(=O)Nc1ccc(NC(=O)CSc2nnc(C(C)C)n2C)cc1 | i | -2% | i | 1% | 2% | -3% | i | -11% | 3% | 0% | 1%
CC(=O)N=c1cccc(NC(C)=O)n1O | nt | -1% | nt | 0% | -6% | 1% | nt | -4% | -1% | 3% | 4%
c1ccn2c(Cc3nnc4ccccn34)nnc2c1 | i | -3% | ? | 1% | -2% | 0% | i | -14% | 1% | 13% | 14%
Cc1ccc(N2CC(C(=O)N3CCc4ccccc43)CC2=O)cc1 (configuration not stated) | i | 2% | i | -1% | 8% | 13% | i | -2% | 2% | 3% | -14%
O=C(Oc1cccc2ccccc12)c1ccco1 | nt | -2% | nt | 0% | -2%[7.66 µM] | -2%[11.4 µM] | nt | -4% | 4% | 1%[11.4 µM] | 11%[11.4 µM]
N#Cc1ccccc1-c1ccc2ncnc(NCCN3CCOCC3)c2c1 | i | -5% | i | -4% | -15% | -15% | i | -29% | -1%[2.29 µM] | -4% | 14%
COC(=O)c1ccccc1NC(=O)N1CCN(C(=O)c2ccco2)CC1 | i | 2% | ? | 0% | 2% | -21% | i | -25% | 0% | 8% | 8%
O=C(C1CCCN(S(=O)(=O)c2ccccc2)C1)N1CCN(c2ncccn2)CC1 (configuration not stated) | i | -1% | i | 1% | -4% | 5% | i | -12% | 4% | 8% | 11%
N#C/C(=C\c1ccco1)Sc1nc2ccccc2s1 | i | -5% | i | -2% | 0% | -10% | i | 32%[activator] | 0% | ? | ?
COc1cccc(-n2nnc3c(=O)n(CC(=O)NC4CCCC4)cnc32)c1 | i | 0% | i | 1% | 3% | 6% | i | 0% | 2% | -5% | 25%
Cc1ccccc1NC(=O)CCN1CCN(C/C=C/c2ccccc2)CC1 | nt | -2% | nt | 0% | 25% | 1% | nt | ? | -1% | ? | -10%
CSc1nc2ccccc2n1C(=O)NC1CCCCC1 | i | 0% | i | 0% | 9% | -8% | i | ? | -5% | 7% | -13%
O=C(c1ccccn1)N1CCN(c2ccc(C(F)(F)F)cn2)CC1 | i | 3% | ? | -4% | 7% | 6% | ? | -4% | 1% | 7% | -8%
O=C1CSC(c2ccccn2)N1c1cccc(Cl)c1 (configuration not stated) | i | 1% | i | 1% | 3% | -11% | i | 9% | -2% | 4% | 2%

The results go on.
SMILES | Rhodamine fluor | Caspase-1 inhib | Fluorescein autfl | Caspase-7 inhib | USP2a inhib | HADH2 inhib | Texas Red fluor | ERK AVP inh | Luciferase inh | HEK293 cAMP cs | Tau filament bind
CN(C)S(=O)(=O)c1cccc(-c2nnc(SCc3ccc4c(c3)OCCO4)o2)c1 | i | 3% | i | 0% | 32%[activator] | 7% | ? | 10% | 2% | ? | 42%
CCN(CCO)C1CC(=O)N(c2ccccc2C)C1=O (configuration not stated) | i | 1% | i | 0% | 1% | -28% | ? | 8% | 1% | 2% | -3%
CC1CCCN(C(=O)C2CCN(CC3CC=CCC3)CC2)C1 (configuration not stated) | i | 1% | ? | -2% | 4% | 5% | i | 10% | 2% | 25% | -4%
CC1Cc2ccccc2N1C(=O)CSC1=NCCS1 (configuration not stated) | i | 0% | i | 0% | 7% | ? | i | 2% | -2% | -5% | 3%
COc1cccc(-c2nc3n(n2)C(c2ccccc2Cl)C(C(N)=O)=C(C)N3)c1 (configuration not stated) | nt | 2% | nt | -3% | nt | 9% | nt | -16% | 0% | 1% | -1%
COc1nnc(-c2ccc(N3CCCCC3)c(N)c2)c2ccccc12 | i | -5% | ? | -5% | 21% | 3% | ? | -9% | -5% | 9% | ?
CC(C)(C)n1nnnc1C(c1cccs1)N1CCCC2(CCCCC2)C1 (configuration not stated) | i | 1% | ? | 0% | 18% | 2% | ? | 1% | -1% | ? | -3%
CCc1nnc(-n2nc(C)cc2-c2ccccc2)n1N | i | 2% | i | 0% | -7% | 0% | i | 0% | 1% | 3% | -11%
CCCCn1c(-c2ccsc2)nc2c1c(=O)[nH]c(=O)n2CCC | i | ? | i | -21% | -5% | ? | i | ? | 4% | ? | -16%
CCCOC(=O)C1=C(C)NC2=C(C(=O)C(C(=O)OC)C(C)C2)C1c1ccc(N(C)C)cc1 (configuration not stated) | i | ? | i | -19% | 17% | -10% | i | -12% | 3% | -3% | -20%
CC(C)Oc1ccc(NC(=O)C2CCCNC2=O)cc1 (configuration not stated) | i | -1% | i | 0% | -3% | 0% | i | -4% | -2% | 7% | 1%
CCc1ccc2[nH]c(=O)c(CN(Cc3ccc(OC)cc3)Cc3nnnn3CCOC)cc2c1 | i | -11% | i | -12% | 34%[activator] | 0% | i | -23% | 5% | ? | 20%
Cc1ccc(-c2nc3ncccn3c2NC2CCCC2)o1 | i | -8% | i | -10% | -2% | -7% | i | -23% | 1% | ? | 13µM*
CCCCCCCNS(=O)(=O)c1cccc2c(Cl)cccc12 | nt | -2% | nt | -5% | nt | -9% | nt | 20% | 3% | ? | 40µM*
COC(=O)c1ccc(NS(=O)(=O)c2ccc(OC)cc2)cc1 | i | -1% | i | 1% | 4% | -12% | i | -3% | 2% | 11% | -3%
CC(=O)c1ccc(NC(=O)C2CCCNC2=O)cc1 (configuration not stated) | i | 0% | i | 0% | -6% | 2% | i | 13% | 1% | 16% | 1%
Nc1ncnc2c1ncn2[C@@H]1O[C@@H](COP(=O)(O)OP(=O)(O)OP(=O)(O)OP(=O)(O)OC[C@@H]2O[C@@H](n3cnc4c(N)ncnc43)[C@@H](O)[C@H]2O)[C@H](O)[C@@H]1O | i | 5% | i | 1% | -4% | 7% | i | -7% | 2% | 3% | -3%
Nc1sccc1C(=O)c1ccc(Cl)cc1 | i | -6% | ? | -4% | 0% | -12% | i | -4% | -5% | -29% | ?
COc1cccc(-c2ccc3ncnc(N4CCN(C)CC4)c3c2)c1 | i | -4% | ? | -3% | 67%[activator] | 7% | i | ? | 0%[2.29 µM] | 22% | 9%

In another format: results already given
SMILES	Rhodamine fluor	Caspase-1 inhib	Fluorescein autfl	Caspase-7 inhib	USP2a inhib	HADH2 inhib	Texas Red fluor	ERK AVP inh	Luciferase inh	HEK293 cAMP cs	Tau filament bind
c1ccn2c(Cc3nnc4ccccn34)nnc2c1	i	-3%	?	1%	-2%	0%	i	-14%	1%	13%	14%
Cc1ccc(N2CC(C(=O)N3CCc4ccccc43)CC2=O)cc1 (configuration not stated)	i	2%	i	-1%	8%	13%	i	-2%	2%	3%	-14%
O=C(Oc1cccc2ccccc12)c1ccco1	nt	-2%	nt	0%	-2%[7.66 µM]	-2%[11.4 µM]	nt	-4%	4%	1%[11.4 µM]	11%[11.4 µM]

A portion of the library; the hit share may differ from the screen's.
